CHOP inhibitor: inhibitors of CHOP induction in ER stress response | 3.8% of 220,000 active | CHO-K1 CHOP-promoter luciferase, tunicamycin-induced, 15-18 h | inhibition, % at 10 µM;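 active = compounds that reduced the stress-induced luciferase reporter signal by more than about 70% of percent inhibition, limit read from the data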;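 note: 0% = tunicamycin plus vehicle and 100% = wells without tunicamycin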
S1P4 antagonist: human S1P4 receptor antagonism | inhibition, % at 4.98 µM | 0.26% of 220,000 active | AID 1510 | S1P4-expressing cells, antagonist mode, reporter read-out | O95977; in the data active = inhibition above about 29%;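 note: 0% = wells stimulated with agonist and 100% = vehicle wells without agonist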
Target sequence (O95977 whole entry, looked up): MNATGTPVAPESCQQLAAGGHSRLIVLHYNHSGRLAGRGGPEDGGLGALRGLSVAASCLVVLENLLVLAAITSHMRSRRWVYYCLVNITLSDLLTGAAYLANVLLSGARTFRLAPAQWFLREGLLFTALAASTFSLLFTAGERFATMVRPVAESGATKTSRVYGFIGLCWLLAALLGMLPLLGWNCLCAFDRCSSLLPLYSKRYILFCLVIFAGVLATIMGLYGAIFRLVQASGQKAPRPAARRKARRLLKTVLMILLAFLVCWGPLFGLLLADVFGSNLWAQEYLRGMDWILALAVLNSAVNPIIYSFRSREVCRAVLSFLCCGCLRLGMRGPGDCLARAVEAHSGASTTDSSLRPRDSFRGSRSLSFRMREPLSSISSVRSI
EP2 modulator: EP2 receptor (human) modulation; EP2-expressing cells, cAMP HTRF FRET, PGE2 co-stimulation; induction, % at 25 µM; 0.83% of 260,000 active; AID 940;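 active = compounds whose cAMP rise, as percent of the full-agonist control response, exceeds 60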;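 note: rat C6 glioma line stably carrying human EP2 under a CMV promoter; the protocol text gives 20 µM as final concentration; 100% = response of wells given 1 µM PGE2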
NPY2 pot ag: potentiates or activates human NPY-Y2 receptor. P49146. cells expressing NPY-Y2, potentiator/agonist read-out. activation, % at 3.6 µM. 0.45% of 220,000 active. AID 1359; in the data active = activation above about 27%;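 note: cells stimulated with NPY near EC25 plus isoproterenol at EC100; 0% = vehicle plus submaximal agonist and 100% = vehicle plus saturating agonist; some results beyond the cut were filed as inactive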
Target sequence (P49146 whole entry, looked up): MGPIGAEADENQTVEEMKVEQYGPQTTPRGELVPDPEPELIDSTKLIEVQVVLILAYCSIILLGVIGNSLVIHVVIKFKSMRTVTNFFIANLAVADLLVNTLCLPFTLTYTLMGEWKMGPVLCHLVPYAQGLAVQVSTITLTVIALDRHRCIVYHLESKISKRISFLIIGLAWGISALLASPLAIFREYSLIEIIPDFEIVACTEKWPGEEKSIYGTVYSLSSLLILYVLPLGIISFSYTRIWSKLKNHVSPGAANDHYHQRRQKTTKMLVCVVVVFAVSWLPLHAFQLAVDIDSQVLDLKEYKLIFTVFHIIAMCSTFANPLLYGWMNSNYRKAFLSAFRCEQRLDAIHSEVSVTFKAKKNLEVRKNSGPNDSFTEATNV
NPY-Y1 antag: blocks the human neuropeptide Y Y1 receptor. P25929. HEK293-CNG Y1 cells, membrane potential fluorescence; NPY at EC95, then isoproterenol. inhibition, % at 3.6 µM. 1% of 200,000 active;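 active = inhibition above the campaign mean inhibition of all tested compounds plus 3 SD, cut at about 20% in these data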;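 note: 0% = DMSO wells given NPY plus isoproterenol and 100% = isoproterenol alone without NPY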
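Material: Y1- and CNG-channel-expressing HEK293 cells / Probe or stimulus: NPY 25 nM then isoproterenol 1 µM plus Ro 20-1724 25 µM / Doses: 3.6 µM single dose, DMSO 0.4% / Schedule: compound incubation 1 h at room temperature, readout 45 min post-stimulation / Signal: membrane potential fluorescence / Benchmarks: isoproterenol-only wells as full block versus NPY-plus-isoproterenol wells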
TRPML3 ag: agonists of human TRPML3 channel; Q8TDD5; 0.29% of 220,000 active; HEK293 TRPML3-YFP, Fluo-8 calcium fluorescence; 100% = the carbachol control signal; activation, % at 3 µM; AID 1448;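 active = activation above its plate's cutoff, the mean activation of the plate's test wells plus 3 SD, cut at about 12% in these data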;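 note: 0% = DMSO only wells and 100% = carbachol wells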
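Material: HEK293 cells stably carrying human TRPML3-YFP; compound dosing: single dose, 3 µM final nominal compound, 0.3% DMSO final; incubation: 1-h 37 °C dye load, 5-s basal, 120-s post-compound reads; technique: Fluo-8 intracellular calcium fluorescence, excitation 470-495 nm, emission 515-575 nm; read-out basis: percent activation from peak-to-basal fluorescence ratio, scaled between DMSO and carbachol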
TRPN1 ag: activates the zebrafish TRPN1 channel | HEK293 zebrafish TRPN1-YFP, Fluo-8 calcium fluorescence; 100% = response to 87 µM carbachol | activation, % at 3 µM | AID 1424 | 0.18% of 220,000 active;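 active = activation above its plate's cutoff, the mean activation of test wells on that plate plus 3 SD, cut at about 19% in these data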;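 note: 0% = DMSO alone and 100% = 87 µM carbachol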
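Material: zebrafish TRPN1-YFP in HEK293 cells. Doses: one dose of 3 µM, 0.3% DMSO. Incubation: dye 1 h 37 °C plus 30 min RT. Measured by: intracellular calcium fluorescence with Fluo-8.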
S1P4 ag: human S1P4 receptor agonism. O95977. activation, % at 4.98 µM. AID 1509. 0.35% of 220,000 active. S1P4-expressing cell line, agonist reporter assay; in the data active = activation above about 11%;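 note: 0% = DMSO vehicle and 100% = reference agonist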
NPY1 pot ag: potentiates or activates human NPY-Y1 receptor | P25929 | NPY-Y1 expressing cells, potentiator/agonist activation | activation, % at 3.6 µM | 0.37% of 220,000 active; in the data active = activation above about 33%, passing the limit was not always enough;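 note: cells stimulated with NPY at EC10 then isoproterenol at EC100; 0% = low agonist plus stimulus and 100% = saturating agonist plus stimulus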
* marks the source's active call; other numbers are inactive results; . = no result given.

SMILES	CHOP inhibitor	S1P4 antagonist	EP2 modulator	NPY2 pot ag	NPY-Y1 antag	TRPML3 ag	TRPN1 ag	S1P4 ag	NPY1 pot ag
c1ccc(-c2nnc(N3CCN(c4ccccn4)CC3)c3ccccc23)cc1	27	-15	21	-4	4	0.0	0.5	0.1	-37
OCC1(CC2CCCCO2)CCN(C/C=C/c2ccccc2)CC1 (stereo not drawn)	12	-30	-44	-9	11	0.3	1.1	-1.5	-8
Cn1nnnc1SCCNCC#Cc1ccccc1	8	7	2	6	2	0.3	1.4	-0.5	6
COc1ccc(OC)c(C2Nc3c(Cl)ccc(C(=O)O)c3C3C=CCC32)c1 (stereo not drawn)	28	-11	6	4	-1	0.3	0.1	1.5	13
CC(C)(C)C(=O)OCCNc1nc(-c2ccccc2)nc2ccccc12	9	-8	-5	1	7	-0.1	-0.8	-0.9	-10
COc1cccc2cc(C(=O)N3CCN(c4ccc(C)cc4C)CC3)c(=O)oc12	54	-5	-8	-19	4	0.8	0.7	1.4	-7
COc1ccc2nc(Nc3nc(CSc4ccc(C)cc4)cc(=O)[nH]3)nc(C)c2c1	53	-11	7	-21	2	0.8	-0.6	-0.7	4
C[n+]1cnc(-c2ccccc2)cc1-c1ccccc1	9	6	1	8	-4	0.7	1.3	-0.3	29
COc1ccc(-c2cc(C(F)(F)F)n3nc(C)cc3n2)cc1	42	2	26	10	1	0.2	-0.8	2.1	-6
CCC(C)n1cnc2c(=O)oc3ccccc3c21 (stereo not drawn)	8	-10	16	9	2	0.2	-0.5	1.9	1
COc1ccc(C(=O)NNC(=O)Cn2nnc(-c3ccc(OC)c(OC)c3)n2)cc1	-19	-2	17	7	2	1.1	0.2	0.4	14
Cc1nnc(-n2ncc(C#N)c2N)c2nn(-c3ccccc3F)c(C)c12	.	-11	.	-10	2	0.7	1.8	2.8	-15
Cc1ccc(S(=O)(=O)CCc2nc3ccccc3[nH]2)cc1	12	6	4	-3	-5	0.0	0.5	1.5	24
Cc1ccc(NC(=S)/N=C(\N)Nc2nc(C)c3ccccc3n2)cc1C	28	-2	-46	-19	10	0.7	-0.7	1.6	7
CCOC(=O)c1sc2nc(CC(=O)OC)nc(NCc3ccco3)c2c1C	8	-5	45	2	9	2.1	3.8	1.7	-1
O=C(Nc1ccc(NC(=S)NC(=O)c2cccs2)cc1)c1ccco1	-1	6	0	9	-4	0.2	0.4	0.9	8
CCn1c(CC(=O)Nc2ccc(C)c(Cl)c2)nnc1SCCOc1ccc(OC)cc1	60	-7	20	-3	-2	0.3	0.6	-0.4	4
COc1ccc(CCNC(=O)CN(c2cc([N+](=O)[O-])ccc2OC)S(C)(=O)=O)cc1OC	20	-21	30	-5	-1	0.5	1.1	1.5	7
O=[N+]([O-])c1cccc(-c2n[nH]c(=S)n2-c2ccccc2)c1	-2	5	17	-3	.	0.1	-1.1	1.0	6
CCOc1ccc(NC(=O)C2C3C=CC4(CN(C(C(=O)OC)C(C)C)C(=O)C24)O3)cc1 (stereo not drawn)	-12	-8	11	-2	-4	0.5	0.7	0.6	-1
O=C(CCc1ccccc1)Nc1ccc2ccccc2n1	-24	-6	-21	-6	4	0.5	-1.6	-1.0	-22
Cc1ccc(NC(=O)CSc2nnc([C@@H]3CCCN3C(=O)OC(C)(C)C)o2)c(C)c1	26	2	6	-1	1	0.2	-0.5	0.6	-23
CCOC(=O)N1CCN(C(=O)C2CCN(c3ncnc4c3sc3cccc(F)c34)CC2)CC1	86*	-18	-12	11	1	0.0	5.9	3.0	3
Cc1cccc(NC(=O)CSc2ncnc3c2oc2ccccc23)c1	28	-14	71*	-10	16	-0.5	-0.1	-2.4	-29
OCC(O)C1OC(Nc2ccc(Cl)cc2)C(O)C1O (stereo not drawn)	3	23	-6	-9	.	0.4	0.3	71*	1

Results in S1P4 ag, TRPML3 ag and NPY2 pot ag, for 3 of the compounds above:
Molecule,S1P4 ag,TRPML3 ag,NPY2 pot ag
COc1cccc2cc(C(=O)N3CCN(c4ccc(C)cc4C)CC3)c(=O)oc12,1.4,0.8,-19
COc1ccc2nc(Nc3nc(CSc4ccc(C)cc4)cc(=O)[nH]3)nc(C)c2c1,-0.7,0.8,-21
C[n+]1cnc(-c2ccccc2)cc1-c1ccccc1,-0.3,0.7,8

Next section
SMILES	CHOP inhibitor	S1P4 antagonist	EP2 modulator	NPY2 pot ag	NPY-Y1 antag	TRPML3 ag	TRPN1 ag	S1P4 ag	NPY1 pot ag
CC(=O)OCc1nc2ccccc2s1	5	-5	20	6	-1	1.0	1.6	-2.7	3
COc1cc(/C=N\NC(=O)C2CC3C=CC2C3)ccc1O (stereo not drawn)	26	-11	-39	7	2	0.7	1.2	3.1	6
COc1ccc(CN(C(=O)c2ccco2)c2ccc(C)c(C)c2)cc1	8	-22	65*	-7	6	-0.9	-2.1	8.9	-8
CC(=O)Nc1cccc(N2C(=O)CCC2=O)c1	2	-2	4	-12	2	-0.1	0.8	-3.5	4
FC(F)(F)c1cc(C(F)(F)F)c2ccc(N3CCN(c4ccccc4)CC3)nc2n1	97*	-14	24	4	11	0.5	1.3	1.3	4
CCN1CCN(c2cc(C(C)C)nc3c(-c4ccccc4)c(C)nn23)CC1	-1	-11	4	9	.	-0.3	-0.3	-1.6	16
C=CCn1c(SCC(=O)OC)nc2sc3c(c2c1=O)CCN(C)C3	4	-3	32	-11	-4	0.8	1.3	2.2	-12
O=C(NNc1c2ccccc2nc2ccccc12)c1ccc(O)cc1O	30	-18	-33	5	-3	-2.2	-2.5	1.4	27
OC(CNCC1(N2CCCCC2)CCCCC1)COc1ccc(Cl)cc1Cl (stereo not drawn)	25	-3	-21	7	8	1.4	0.7	-0.1	-12
CS(=O)(=O)N(CC(=O)N1CCN(c2ccc(F)cc2)CC1)C1CCCCC1	-3	-14	1	15	-3	-0.2	1.3	-0.3	22
N#C/C(C(=O)NCc1ccccc1)=C1\SC(CCO)C(=O)N1c1ccccc1 (stereo not drawn)	0	-7	18	1	3	1.0	1.6	0.3	8
CC(c1ccccc1)N1CC(C(=O)N2CCN(c3ccc(F)cc3)CC2)CC1=O (stereo not drawn)	12	-1	26	5	-1	0.8	-0.1	-3.8	-7
CCOc1ccc(C(=O)CCC(=O)NC(CC(C)C)C(=O)OC)cc1 (stereo not drawn)	-10	5	15	-3	3	0.6	1.4	0.3	2
Cc1cc(C)n(CC(=O)N/N=C/c2cccs2)n1	-12	-14	-1	6	17	0.4	-1.2	1.5	4
O=C(Nc1ncccn1)C12CC3CC(CC(C3)C1)C2	10	13	-7	14	.	0.4	0.7	-0.8	8
Cc1ccc(N2CCN(S(=O)(=O)N3CCCCCC3)CC2)cc1Cl	37	-3	-7	9	1	1.2	0.3	-1.6	14
CSc1cccc(NS(=O)(=O)c2ccc3c(c2)oc(=O)n3C)c1	6	-37	-2	11	0	1.0	3.9	0.6	-8
O=C(COC(=O)c1cccc(Br)c1)NCCC1=CCCCC1	13	-22	-10	-29	3	0.4	-1.4	2.8	-15
Cn1c(=O)[nH]c(=O)c2c1nc(N1CCC(Cc3ccccc3)CC1)n2Cc1ccccc1	88*	-15	53	7	1	-0.3	-1.6	1.9	-10
Cc1nc2ccc(NC3=NCCCCC3)cc2s1	-24	2	-4	1	7	1.1	0.6	0.2	-5
CS(=O)(=O)N(CCc1ccccc1)CC(=O)N1CCCC1	6	2	2	-18	.	-0.3	0.4	21*	22
CCOC(=O)c1cccc(NS(=O)(=O)c2ccc(NC(C)=O)cc2)c1	59	-20	-4	2	-2	1.3	-0.8	2.3	0
CCn1c(SCC(=O)Nc2ccc(NC(=O)c3cccs3)cc2)nnc1-c1cccnc1	48	-2	13	21	2	0.2	0.5	0.0	4
COc1ccc(-n2c(=S)[nH]c3cc(C(=O)NC4CCCCC4)ccc3c2=O)c(OC)c1	22	2	-25	1	-6	0.6	-0.8	-0.1	-3
O=C(Nc1ccccc1)c1nsnc1C(=O)Nc1ccccc1	-1	-6	15	-22	0	-0.4	-1.6	-1.8	-22

The results go on.
SMILES	CHOP inhibitor	S1P4 antagonist	EP2 modulator	NPY2 pot ag	NPY-Y1 antag	TRPML3 ag	TRPN1 ag	S1P4 ag	NPY1 pot ag
COc1cccc(C(=O)CC(=O)C(=O)Nc2cc(Cl)c(OC)cc2OC)c1	18	6	-32	0	6	1.3	-0.4	1.0	-6
CC(=O)c1ccc(NC(=O)C2CCN(S(=O)(=O)c3cccs3)CC2)cc1	5	-7	-31	12	.	0.7	1.8	0.6	16
CC(C)CNS(=O)(=O)c1ccc(C(=O)Nc2ccc3c(c2)OCCO3)cc1	1	2	-9	22	-8	1.3	3.9	0.1	-7
Cc1nc(S/C(=C/c2ccc(-c3cc(Cl)ccc3C)o2)C(=O)O)n[nH]1	1	6	-29	-11	.	0.1	-0.3	1.2	16
O=S(=O)(Cc1ccc(Cl)cc1)N1CCN(Cc2ccccc2)CC1	-9	2	-5	3	1	-0.2	-1.6	-2.0	17
O=C(Cc1cccs1)N(c1ccc(F)cc1)C1(C(=O)NC2CCCCC2)CCCC1	41	-13	47	5	11	0.0	-2.2	1.4	-21
CC1(C)CC(=O)C([N+](=O)[O-])=C(NCCCC(=O)O)C1	3	-4	3	-7	2	1.2	0.4	-2.9	-22
O=c1cc(-c2ccccc2)c2cc3c(cc2[nH]1)OCCO3	17	-19	4	-5	-4	-0.4	0.0	0.2	18
Cc1ccc([N+](=O)[O-])cc1-c1ccc2cccc(C)c2n1	15	-3	40	-7	0	0.0	-1.1	-1.8	11
CCOc1ccc(C(=O)N2CCCC(c3nc(-c4cccs4)no3)C2)cc1 (stereo not drawn)	-44	-5	-40	-10	.	0.7	0.9	0.0	19
CCOC(=O)c1ccc(Nc2nc(-c3cccnc3)nc3ccccc23)cc1	93*	-5	-34	1	-1	0.4	-0.8	1.9	-5
Cc1ccc(NC(=O)Cn2cnc3c(=O)n(C)c(=O)n(C)c32)c(C)c1	-2	6	-2	4	-4	1.6	1.4	-3.8	1
Cc1cccc(NC(=O)CSc2nc3ccccc3o2)c1	-31	-6	6	-12	11	-0.1	2.6	-1.6	-28
COC(=O)CNC(=O)/C=C/c1ccc(OC)cc1	-9	-11	15	-24	7	-0.6	0.3	0.2	4
COC(=O)c1ccccc1NC(=O)C(CCS(C)(=O)=O)NC(C)=O (stereo not drawn)	-23	0	11	1	-2	0.3	0.3	0.7	-10
COC(=O)c1ccc(CN2CCN(Cc3ccccc3)C(CCO)C2)cc1 (stereo not drawn)	3	-9	17	-11	-3	0.2	-0.9	-0.1	-6
CCN(CC(=O)N1CCCCCC1)S(=O)(=O)c1ccc(Cl)cc1	24	-18	22	7	-2	-0.2	0.5	-2.4	-9
Cc1ccc(C)c(NC(=O)C(Sc2nc3ccc(C)cc3[nH]2)c2ccccc2)c1 (stereo not drawn)	73*	-16	30	2	2	-0.3	-3.1	-1.4	1

Bioassay records as filed in PubChem.
